Screens (PubChem)
FBW7 act: human FBW7 E3 ligase activation, primary screen; 650,000 compounds, 0.13% hits; Q969H0; AlphaScreen FBW7–phospho-cyclin E peptide binding, activator screen; normalized activity (activation), % at 26.1 µM; AID 1259310; in the data active = normalized activity above about 1.9%;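 note: purified mutant Fbw7 with reduced substrate affinity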
MITF primary: inhibitors of human MITF | O75030 | AlphaScreen MITF homodimerization, bead proximity signal | inhibition, % at 2.6 µM | 650,000 compounds, 0.91% hits | AID 1259374; in the data active = inhibition above about 50%;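 note: 0% = vehicle wells with protein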
Target sequence (O75030 whole entry, looked up): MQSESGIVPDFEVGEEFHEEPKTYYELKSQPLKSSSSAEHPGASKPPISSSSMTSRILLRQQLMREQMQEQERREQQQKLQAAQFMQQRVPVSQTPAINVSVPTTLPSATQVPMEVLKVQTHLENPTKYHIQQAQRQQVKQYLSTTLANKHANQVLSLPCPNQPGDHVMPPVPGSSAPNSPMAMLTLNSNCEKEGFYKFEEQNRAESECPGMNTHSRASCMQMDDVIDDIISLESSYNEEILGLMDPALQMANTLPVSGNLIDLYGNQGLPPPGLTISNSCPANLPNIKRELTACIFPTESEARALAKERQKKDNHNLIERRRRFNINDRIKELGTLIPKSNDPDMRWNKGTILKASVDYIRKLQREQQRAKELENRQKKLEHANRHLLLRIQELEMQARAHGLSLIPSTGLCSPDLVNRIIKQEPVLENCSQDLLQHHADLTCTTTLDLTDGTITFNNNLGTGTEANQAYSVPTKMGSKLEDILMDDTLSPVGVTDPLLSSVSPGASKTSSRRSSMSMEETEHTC
GPR151 ag: human GPR151 activation; Q8TDV0; PathHunter beta-arrestin GPR151 cells, luminescence; activation, % at 11.2 µM; 650,000 compounds, 1% hits; in the data active = activation above about 4.9%;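 note: 0% = median of compound wells and 100% = cells with positive control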
Target sequence (Q8TDV0 whole entry, looked up): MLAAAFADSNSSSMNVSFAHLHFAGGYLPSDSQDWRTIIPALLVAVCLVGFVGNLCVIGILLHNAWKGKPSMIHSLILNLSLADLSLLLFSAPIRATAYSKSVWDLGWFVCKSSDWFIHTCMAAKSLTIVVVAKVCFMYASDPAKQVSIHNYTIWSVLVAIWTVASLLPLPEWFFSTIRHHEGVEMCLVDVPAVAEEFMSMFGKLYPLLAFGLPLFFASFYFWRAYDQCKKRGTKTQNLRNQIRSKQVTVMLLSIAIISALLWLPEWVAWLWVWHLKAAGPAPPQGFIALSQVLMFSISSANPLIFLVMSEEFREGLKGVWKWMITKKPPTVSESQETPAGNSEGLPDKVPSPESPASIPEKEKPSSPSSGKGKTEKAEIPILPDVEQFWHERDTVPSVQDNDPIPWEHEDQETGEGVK
TEAD-YAP inh: TEAD-YAP interaction inhibition; HEK-TIYL cells, TEAD-Gal4/YAP UAS-luciferase luminescence; inhibition, % at 9.12 µM; AID 1259422; 640,000 compounds, 1.4% hits; in the data active = inhibition above about 32%;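 note: 0% = median of test compound wells and 100% = reference inhibitor wells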
An asterisk follows results filed as active.

SMILES	FBW7 act	MITF primary	GPR151 ag	TEAD-YAP inh
CCOC(=O)C1=CN(C(C)C)C=C(C(=O)OCC)C1c1ccccc1OCC	0.9	-14	-0.1	7
Cc1ccc(C)c(NS(=O)(=O)c2ccc3c(c2)CCN3C(=O)C2CCC2)c1	-0.3	-9	-0.3	-10
c1ccc(Oc2ncnc3sc4c(c23)CCCC4)cc1	0.0	-7	1.3	-9
Cc1ccc(-c2cnc(SCC(=O)N3CCCC3)n2C)cc1	-0.1	-17	-1.2	58*
NCCNCCCCOc1ccc(Cl)cc1Br	0.1	2	-0.2	14
Cc1cc2c(c(SCC(=O)N(C)c3ccccc3)n1)C(=O)OC2	0.0	6	0.0	-2
O=C(Nc1cc(Cl)ccc1Cl)c1ccc(F)c(F)c1	0.0	-8	-0.6	1
NC(=O)COC(=O)c1cc2ccccc2cc1O	0.0	-7	-0.9	-5
Cn1c(C2=C(O)CN(c3ccccc3)C2=N)[n+](C)c2ccccc21	0.0	-11	0.0	12
CC(C)N(CCNc1nc(Nc2ccccn2)nc2c1ncn2-c1ccccc1)C(C)C	0.1	12	-1.4	21
CCOc1ccc(C(c2c[nH]c3ccccc23)c2c[nH]c3ccccc23)cc1C	0.1	-12	-0.1	-6
COC(F)(C(=O)Nc1ccccc1C(=O)O)C(F)(F)F (stereo not given)	0.0	-4	1.4	2
CC(=O)N(CN1C(=O)c2ccc(Br)cc2C1=O)c1ccc(Oc2ccc(Cl)cc2)cc1	0.2	16	0.0	5
COCCn1c(=S)[nH]c2c1c(=O)[nH]c(=O)n2C	0.1	0	-0.8	5
OCCNc1nc(N2CCN(Cc3ccc4c(c3)OCO4)CC2)nc2c1ncn2Cc1ccc(C(F)(F)F)cc1	-0.1	8	1.7	8
COc1ccc(CCNC(=O)C(=O)Nc2nccs2)cc1OC	-0.1	-2	-0.5	0
Cc1ccc(S(=O)(=O)NC(=O)Nc2cc(C)nc(C)n2)cc1	0.2	10	2.7	7
COc1ccccc1CN1CCN(C(=O)NCc2ccccc2)CC1	0.1	5	-0.6	11
Cc1ccc(C)c(NC(=O)Cn2nnc(S(=O)(=O)c3ccccc3)c2N)c1	-0.1	-6	0.2	0
CN(C(=O)CCNC(=O)Cn1cnc2ccccc2c1=O)c1cccc(Cl)c1	0.1	9	-0.5	12

Single records, from the list above.
COCCn1c(=S)[nH]c2c1c(=O)[nH]c(=O)n2C is listed with FBW7 act = 0.1; MITF primary = 0; GPR151 ag = -0.8; TEAD-YAP inh = 5
COc1ccccc1CN1CCN(C(=O)NCc2ccccc2)CC1 is listed with FBW7 act = 0.1; MITF primary = 5; GPR151 ag = -0.6; TEAD-YAP inh = 11

The listing picks up, starting 5 compounds before the break.
SMILES	FBW7 act	MITF primary	GPR151 ag	TEAD-YAP inh
COc1ccc(CCNC(=O)C(=O)Nc2nccs2)cc1OC	-0.1	-2	-0.5	0
Cc1ccc(S(=O)(=O)NC(=O)Nc2cc(C)nc(C)n2)cc1	0.2	10	2.7	7
COc1ccccc1CN1CCN(C(=O)NCc2ccccc2)CC1	0.1	5	-0.6	11
Cc1ccc(C)c(NC(=O)Cn2nnc(S(=O)(=O)c3ccccc3)c2N)c1	-0.1	-6	0.2	0
CN(C(=O)CCNC(=O)Cn1cnc2ccccc2c1=O)c1cccc(Cl)c1	0.1	9	-0.5	12
CCOC(=O)c1ccc(Nc2nc3nonc3nc2N)cc1	0.1	12	0.4	2
CC(C)c1nc2ccccc2n1CC(O)COc1ccc2ccccc2c1 (stereo not given)	0.5	15	-0.9	-38
COc1ccccc1C1=NOC(COC(=O)c2ccc3ccccc3n2)C1 (stereo not given)	0.0	21	1.4	-5
CCCCNC(=O)Cn1c(=O)oc2cc(S(=O)(=O)N3CC(C)CC(C)C3)ccc21 (stereo not given)	0.0	-9	-0.4	-2
O=C(COc1ccccc1)NCc1nnc(SCC(=O)N2N=C(c3cccs3)CC2c2ccc(F)cc2)n1CCc1ccccc1 (stereo not given)	-0.1	-1	-0.7	12
O=C(O)c1cnn2c1NCN(Cc1ccc(F)cc1)C2	-0.2	-9	0.3	1
c1ccc(C(c2ccccc2)N2CCN(Cc3nnnn3Cc3ccco3)CC2)cc1	1.1	11	1.7	-1
Cn1c(=O)c2c(ncn2CN2CCCCC2)n(C)c1=O	0.1	-8	1.0	4
COc1ccc(-c2nc3ccccc3c(=O)n2NCc2ccc(O)cc2)cc1OC	0.0	18	0.8	40*
Cc1ccc(N(C(C)C(=O)Nc2cccc(F)c2)S(C)(=O)=O)cc1 (stereo not given)	-0.1	10	-0.5	-2
O=C(c1cnn(-c2ccccc2)c1-n1cccc1)N1CCCCC1	0.1	8	1.0	3
CCN=C1SC(CC(=O)Nc2ccccc2OC(F)F)C(=O)N1CC (stereo not given)	-0.1	-3	0.4	0
O=c1c2c(-c3ccccc3)csc2ncn1Cc1c(F)cccc1Cl	0.0	-2	0.2	6
Cc1ccc(NC(=O)C2(c3ccccc3)CCOCC2)c([N+](=O)[O-])c1	-0.2	4	0.4	1
CCC(=O)Nc1ccc(C(=O)Nc2ccc(C#N)cc2)cc1	0.1	-4	-0.4	-3
COC(=O)c1ccccc1NC(=O)CNC(=O)c1ccccc1F	-0.1	3	2.9	-8
O=[N+]([O-])c1ccc(C2Nc3c(Cl)ccc(C(F)(F)F)c3C3C=CCC32)cc1 (stereo not given)	-0.1	3	0.3	9
CCOC(=O)C1=C(C)N=c2s/c(=C3\C(=O)N(CC)c4ccccc43)c(=O)n2C1c1cccs1 (stereo not given)	0.3	17	-0.4	0
Nc1c(Br)cc(C(=O)OCC(=O)c2ccccc2)cc1Br	0.0	-8	0.1	-9
CC(=O)Nc1ccccc1OCCOc1ccc(Br)cc1	0.1	1	-0.6	2
O=C(Nc1ccc(S(=O)(=O)Nc2nccs2)cc1)c1ccccc1Br	0.0	-3	0.3	-10
Cc1nnc(SCC(=O)Nc2sc3c(c2C(N)=O)CCC3)s1	0.1	-12	0.7	-9
CCCNC(=O)Cn1c(-n2nc(C)cc2C)nc(CCC)cc1=O	0.0	-1	-0.1	0
Cc1nc(SCC(=O)Nc2ccc(N(C)C)cc2)c2oc3ccccc3c2n1	-0.3	-5	-0.7	2
N#Cc1nc(-c2ccc([N+](=O)[O-])cc2)oc1NCC1CCCO1 (stereo not given)	-0.1	6	-2.2	0
O=C1CCCC2=C1C(c1ccc(O)cc1)n1nc(-c3cccc(Cl)c3)nc1N2 (stereo not given)	0.1	1	-0.1	-11
O=C1c2cccnc2C(=O)N1CCc1ccc(S(=O)(=O)Nc2cccnc2)cc1	-0.3	14	1.0	2
CC(C)c1ccc(NC(=O)CCNS(=O)(=O)c2ccc3[nH]c(=O)ccc3c2)cc1	0.5	-11	0.7	8
CCOc1ccc(C2NCCc3cc(OCC)c(OCC)cc32)cc1OC (stereo not given)	0.1	4	0.3	1
CCOC(=O)c1c(Cl)nc(Cl)c(Cl)c1Nc1cccc(F)c1	-0.1	-10	0.7	44*
O=C(CSc1ccc(C(F)(F)F)cc1[N+](=O)[O-])Nc1cccc(F)c1	-0.2	-4	-1.2	-9
Cc1[nH]nc2c1C(c1cc(Br)ccc1F)C(C#N)=C(N)O2 (stereo not given)	0.1	-1	-0.6	-20
Cn1c(N)c(-c2nc(-c3ccc4c(c3)OCO4)c(C(=O)C(C)(C)C)s2)c(=O)n(C)c1=O	0.4	7	-1.4	-10
CC1CC(C)CN(c2ncnc(N)c2[N+](=O)[O-])C1 (stereo not given)	0.0	12	2.5	62*
CN1CCN(CCOCCOc2ccc(Cl)cc2)CC1	0.2	36	-0.3	-1
CCCC(=O)Nc1ccc(Cl)c(NC(=O)c2ccc(Br)o2)c1	0.1	18	-1.4	13
CCOC(=O)c1cc(-c2ccc(C)cc2)n(CCC(=O)NCCOC)c1C	-0.1	-19	0.9	4
Cn1c(=O)[nH]c(=O)c2c1nc(Br)n2CC(O)COc1ccc([N+](=O)[O-])cc1 (stereo not given)	0.6	3	-1.2	6
CN1[C@@H](C(=O)Nc2cc(Cl)ccc2O)C[C@@H](c2ccco2)NS1(=O)=O	-0.1	-20	-1.0	-3
Cc1cc(Cl)c(OCCOCCNCCN)c(Br)c1	-0.1	3	2.5	-7
CCN1CCc2c(sc(NC(=O)c3cccc(N4C(=O)CCC4=O)c3)c2C(N)=O)C1	0.0	7	-1.1	6
O=C(Cn1cnc2c(oc3ccccc32)c1=O)N1CCC(Cc2ccccc2)CC1	-0.1	-3	1.4	8
COc1ccc(Nc2cc(N3CCCCCC3)c3nonc3c2[N+](=O)[O-])cc1	0.0	-16	0.9	1
O=C1CC[C@H](C(=O)O)C1Cc1ccccc1 (stereo not given in full)	0.1	-13	-1.5	14
COc1ccc2c(c1)OC(C)CN(CC(=O)N1CCC(N3CCNC(=O)CC3)CC1)C2 (stereo not given)	0.0	-10	-0.1	5
COCCn1c(C)cc(O)c(C(c2cccnc2)N2CCC(C)CC2)c1=O (stereo not given)	0.0	8	-1.0	-5
CCOC(=O)c1c(-c2ccc(C)cc2)csc1NC(=O)CN1CCOCC1	0.1	4	0.5	6
O=C(Cc1cn(-c2ccc(N3CCCC3CO)nn2)c2ccccc12)NCCN1CCOCC1 (stereo not given)	0.2	11	-3.0	-15
CCOc1ccc(C(=O)c2nc3c(n2O)CCCCC3)cc1	-0.3	17	1.7	-1
O=C(NCCCl)NNC(=O)c1cc2ccccc2cc1O	-0.1	3	-2.0	-3
O=C(CN1C(=O)c2cccnc2Oc2ccc(Cl)cc21)Nc1cc(F)ccc1F	0.4	12	1.5	-1
C/C(=N/NC(=O)c1ccoc1C)c1ccc(C)o1	-0.1	1	-7.9	1
CCOC(=O)N1CCC(NC(=O)CCc2nnc(-c3ccc(-c4ccccc4)cc3)o2)CC1	0.0	2	2.3	18
CSc1ccc(NC2CCN(Cc3ccccc3)CC2)cc1	-0.5	5	-0.3	2
CCc1cc(C)cc(OCC(O)CN2CCN(CC(O)COc3cc(C)cc(CC)c3)CC2)c1 (stereo not given)	0.0	17	0.3	3
COCC(=O)N1CCCc2ccc(NC(=O)Nc3ccc(F)cc3)cc21	0.3	-5	-0.9	5
Cc1ccc(-c2nn(CC(=O)NCCc3c(C)n(C)c4ccccc34)c(=O)c3ccccc23)cc1S(=O)(=O)N1CCCCC1	0.0	-2	-0.3	0
OCCC1CN(CCCc2ccccc2)CCN1Cc1ccccc1F (stereo not given)	-0.1	11	-2.2	-1
Cc1ccc(S(=O)(=O)NCc2ccc(C(=O)NCCN3CCOCC3)cc2)cc1	0.5	12	-1.1	2
O=C(O)C12CC3CC(C1)CC(n1cnc([N+](=O)[O-])n1)(C3)C2	-0.3	-7	0.9	6
Further entries:
SMILES	FBW7 act	MITF primary	GPR151 ag	TEAD-YAP inh
CC(C)CC(=O)N1CCCC(c2nc3c(nnn3Cc3ccc(F)cc3)c(=O)[nH]2)C1 (stereo not given)	-0.1	14	0.0	0
Cc1nc2cc(C(=O)N3CCCCC3)ccc2n1-c1ccc(F)cc1F	0.2	-7	0.0	-7
COc1cc(C(=O)Nc2ccc3c(c2)OCCO3)cc(OC)c1OC	0.0	4	0.7	9
COc1ccc(C2=C/C(=C\c3ccc(C)o3)C(=O)O2)cc1	-0.1	-1	0.6	-9
O=c1c2cc(N3CCOCC3)ccc2nc(SCc2cccc(Cl)c2)n1Cc1ccccc1	0.2	5	-0.9	-27
CCOc1cc(C2C3=C(CC(C)(C)CC3=O)Nc3ccccc3N2C(C)=O)ccc1O (stereo not given)	0.1	15	-0.3	-2
CC(Nc1cc(N2CCNCC2)ccc1[N+](=O)[O-])c1ccccc1 (stereo not given)	-0.1	14	-0.5	12
Nc1nnc(-c2ccccc2F)o1	-0.1	2	-0.6	-1
COC(=O)c1ccc2c(=O)n(Nc3nc(C)cc(C)n3)c(=S)[nH]c2c1	-0.1	1	2.3	-8
CCOC(=O)NN1C(=O)c2ccccc2NC1c1cc(OC)c(OC)cc1[N+](=O)[O-] (stereo not given)	-0.1	11	0.8	2
COC(=O)c1ccc2c(=O)n(Cc3ccco3)c(SCC(=O)Nc3ccccc3OC)nc2c1	0.0	4	-1.3	-6
C=C(C)COc1ccc(C#N)cc1OC	0.0	0	2.4	-4
CCc1cc2c(=O)c(-c3cscn3)coc2cc1OC(C)=O	0.0	-4	-1.6	-7
CN(C)S(=O)(=O)c1cccc(NS(=O)(=O)c2ccc(Cl)cc2C(F)(F)F)c1	0.4	1	-1.9	15
O=c1cc(Cl)[nH]c(=O)n1Cc1ccc(F)cc1	-0.1	-2	0.4	7
CC(=O)N1CCCN(c2nc(CN(C)C(C)c3cccs3)nc3c(C)cccc23)CC1 (stereo not given)	1.0	13	-1.2	-5
CCc1cccc2c(C3C(C#N)=C(N)Oc4n[nH]c(C)c43)c[nH]c12 (stereo not given)	-1.0	-6	-0.9	12
Cn1cc(-c2ccc3cnc(N)c(-c4cnn(C)c4)c3c2)cn1	0.0	13	-1.8	30
